Screening results (PubChem BioAssay)
LGR2 antag = inhibitors of bursicon-induced Drosophila LGR2 receptor cAMP signaling; HEK293 LGR2, CRE-luciferase, bursicon-stimulated, 4 h; inhibition, % at 9.99 µM; 380,000 compounds, 0.35% hits; AID 720647;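 active = drop in luminescence signal, shown as inhibition above about 50% in the replicate tests, limit read from the data, passing the limit was not always enough; inconclusive = probably only some replicates passing the limit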;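 also: agonist challenge used bursicon conditioned medium at about half maximal strength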
miR-122 sensor = blocks miR-122 activity in Huh7 sensor cells. Huh7 miR-122 Renilla luciferase sensor, 48 h; neutral wells = 0, positive control = 100. activation (reporter increase), % at 12.5 µM. 340,000 compounds, 0.3% hits;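 active = mean replicate activation score at least 90 and every replicate individually at or above 90; inconclusive = only one of the two criteria met; inactive = neither criterion met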;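 also: higher luciferase means less miR-122 activity so hits act as miR-122 inhibitors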
FN deposition inh = fibronectin deposition inhibition | inhibition, % at 12.6 µM | AH1F fibroblasts, Alexa488-fibronectin deposition fluorescence, overnight | 350,000 compounds, 0.086% hits;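 active = mean inhibition across replicates of 30% or more, regardless of how many single replicates reach that level; inconclusive = mean under 30% yet at least half of replicates reach 30%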;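 also: positive control wells lacked labelled fibronectin entirely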
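Assay system: AH1F fibroblast monolayer, labelled fibronectin deposition. Amount: 10000 cells per well. Also added: labelled fibronectin 24 nM. Compound: single-point pinned compound. Incubation: cell attachment 1 h, compound and FN exposure overnight. Detection: fluorescence after three HBSS washes, excitation 485 nm, emission 525 nm. Read-out: inhibition of fibronectin deposition signal.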
PAX8 reporter = lowers PAX8-driven luciferase in RMG-I cells. 360,000 compounds, 1.2% hits. inhibition, % at 12.6 µM. RMG-I TPO-luciferase reporter, SteadyGlo, 24 h. AID 652154;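 active = mean replicate inhibition at least 60% with every replicate also reaching 60%; inconclusive = only one of the two criteria is met; inactive = mean below 60% and not all replicates reaching 60%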;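 also: luciferase light reporting Pax8 driven TPO promoter activity; plate controls were median of neutral control wells for no effect and mitoxantrone controls for full effect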
PGC1a acetyl inh = modulators of PGC1a acetylation; U2OS PGC1a acetylation, AlphaScreen anti-acetyl-lysine; with virally co-expressed GCN5 acetyltransferase; inhibition, % at 15.6 µM; 350,000 compounds, 0.17% hits; AID 651687;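 active = every replicate shows inhibition of at least 40%; inconclusive = mean inhibition at least 40% but some replicate below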;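 also: 0% = neutral control wells and 100% = positive control wells; some results beyond the cut were filed as inactive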
EWS-Fli block = EWS/Fli transcriptional activity inhibition | A673 NR0B1-luciferase reporter, viability-normalised | inhibition, % at 12.6 µM | 350,000 compounds, 0.67% hits;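 active = mean inhibition of at least 50% after viability correction, with every replicate also passing that limit; inconclusive = mean reaches 50% but only one of two replicates passes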;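 also: firefly luciferase signal divided by Alamar Blue viability fluorescence both relative to DMSO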
Casp6 inh = inhibitors of human caspase-6 | P55212 | purified caspase-6, Z-VEID-R110 cleavage fluorescence | inhibition, % at 12.5 µM | 350,000 compounds, 0.53% hits | AID 686996;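 active = mean inhibition across replicates at least about 35%, with every replicate also reaching that limit, limit read from the data; inconclusive = only one of the two criteria met; inactive = neither criterion met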;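 also: 0% = median of neutral control wells and 100% = no fluorescence left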
Target sequence (P55212 24-179 limits assumed): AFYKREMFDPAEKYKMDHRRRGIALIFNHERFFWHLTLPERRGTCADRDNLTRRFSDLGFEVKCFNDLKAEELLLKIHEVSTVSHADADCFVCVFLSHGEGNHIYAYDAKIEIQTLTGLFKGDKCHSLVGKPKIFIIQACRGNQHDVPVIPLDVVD
Target sequence (P55212 194-293 limits assumed): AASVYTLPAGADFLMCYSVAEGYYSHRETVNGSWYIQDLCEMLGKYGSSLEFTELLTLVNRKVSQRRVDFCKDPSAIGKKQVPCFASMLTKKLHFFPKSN
Cneo AK release = causes C. neoformans cell lysis | adenylate kinase release luminescence, 4 h; normalised: neutral wells 0, clomiphene wells 100 | lysis activity, % at 15 µM | 360,000 compounds, 0.2% hits | AID 651654;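 active = mean lysis activity across replicates of at least 80%, whatever share of replicates individually reach that level; inactive = mean lysis activity below 80%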
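Test system: log-phase Cryptococcus neoformans yeast cells. Input: 5 × 10^6 yeast cells/mL. Medium: fresh YPD growth medium. Doses: single dose. Incubation: static 4 h at 37 °C with compound, 1 h detection. Measured by: luminescent adenylate kinase detection reagent. Read-out: signal increase indicating cell lysis. Benchmarks: Clomiphene.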
Starred values were filed as active, the others as inactive; ? = inconclusive; nt = not tested or not shown; [ ] = remark or other dose.

SMILES | LGR2 antag | miR-122 sensor | FN deposition inh | PAX8 reporter | PGC1a acetyl inh | EWS-Fli block | Casp6 inh | Cneo AK release
CCCc1cc(=O)oc2cc(OCC(=O)NCc3cccs3)ccc12 | -3.4 | nt | 2.3 | 8.1 | nt | 2.4 | 0.1 | 4.8
Cc1ccc(C(=O)Nc2ccc3ccccc3c2)cc1 | nt | -11.0 | 2.0 | 43.7 | -13.9 | ? | -2.0 | -19.0
CC1CCN(c2ccc(C(=O)O)cc2N)CC1 | nt | -0.3 | -4.9 | nt | 16.2 | nt | nt | 2.0
O=C(NCCCN1CCN(c2ccc(F)cc2)CC1)C1CCCN(c2ncnc3c2nc2n3CCCCC2)C1 (configuration not stated) | -5.4 | -0.6 | -2.8 | 15.9 | -8.9 | 27.0 | -2.7 | -1.2
CC(C)CC(=O)Nc1nnc(S(=O)(=O)N2CCc3ccccc32)s1 | 6.9 | -1.6 | 1.9 | 11.3 | -3.0 | 10.6 | -2.7 | 2.9
CCOC(=O)C1=C(C)N=c2s/c(=C\c3cc(OC)c(OC)c(OC)c3)c(=O)n2C1/C=C/c1ccccc1 (configuration not stated) | nt | 6.2 | 0.9 | 17.3 | -9.3 | 5.3 | 6.1 | -4.1
C[C@@H]1CN([C@H](C)CO)C(=O)c2c(c3ccccc3n2C)-c2ccccc2CO[C@@H]1CN(C)S(=O)(=O)Cc1ccccc1 | -7.2 | nt | -8.8 | 0.1 | -12.2 | -2.2 | -1.0 | 0.1
CC(=O)N1CCCCN2[C@H](CO)[C@H](c3ccc(C#Cc4ccccc4F)cc3)[C@H]2C1 | -3.7 | 2.8[16.7 µM] | nt | 18.2 | -15.8 | -12.0 | -2.9 | -0.4
Cc1ccc(C(C)C)c(OCC(=O)NN=C2CCCC2)c1 | -2.8 | nt | -20.3 | 4.7 | nt | 2.5 | 1.3 | nt
C=CCOC(=O)c1sc(NC(=O)c2ccc(OC)cc2)nc1C | -36.2 | nt | -13.5 | 18.2 | -3.6 | 55.6* | -5.9 | nt
O=C(COc1cccc(Cl)c1)Nc1cc(S(=O)(=O)N2CCOCC2)ccc1N1CCOCC1 | 0.1 | 11.3 | 9.7 | 31.8 | -0.6 | 16.8 | 0.4 | 0.8
Cc1cc(C)c2c(NC(=S)NC(=O)c3ccccc3)n[nH]c2n1 | 5.9 | -4.1 | -32.3 | 2.8 | -5.0 | -23.6 | 4.3 | -1.6
CCOc1ccccc1OC(=O)c1cc2ccccc2oc1=O | 3.4 | nt | 0.4 | -25.0 | nt | -2.7 | -1.6 | nt
CN1c2ccc(-c3ccccc3)cc2[C@@H]2[C@@H](CCN2C(=O)Cc2cccnc2)[C@H]1CO | -22.5 | -2.4[16.7 µM] | -8.9 | 4.1 | -7.8 | -10.4 | -3.7 | 0.0
COc1ccc(NC(=O)C2CCN(S(=O)(=O)c3c(C)noc3C)CC2)cc1OC | -10.6 | -6.8 | -28.1 | 1.0 | -2.0 | nt | 6.7 | -0.7
COc1ccc(-c2csc3ncnc(N4CCN(S(=O)(=O)c5cccc(C(F)(F)F)c5)CC4)c23)cc1 | 19.2 | nt | 2.0 | -5.1 | nt | -13.1 | -1.1 | nt
Cc1cccc(CN2CCc3c(OCC(=O)N4CCCc5ccccc54)cccc3C2=O)c1 | -11.3 | 16.3 | -7.3 | 6.6 | -7.2 | nt | nt | -1.5
Cc1cccn2c(=O)c3cc(C(=O)NCCc4ccccc4)sc3nc12 | -38.3 | -4.7 | 1.2 | -23.9 | nt | -71.9 | 5.5 | 1.1
Cc1cc(N2CCN(C(=O)c3[nH]c(C(F)(F)F)nc3-c3ccccc3)CC2)c2ccccc2n1 | 20.7 | 6.5 | 15.8 | 14.1 | -8.3 | 42.7 | -11.4 | 0.5
COc1ccc(CCC(=O)N2CCN(S(=O)(=O)c3ccc(OC(F)(F)F)cc3)CC2)cc1 | -19.4 | nt | -1.9 | -8.8 | nt | 1.9 | -2.4 | -5.4

An excerpt from above with just Cneo AK release and PAX8 reporter.
mol	Cneo AK release	PAX8 reporter
COc1ccc(-c2csc3ncnc(N4CCN(S(=O)(=O)c5cccc(C(F)(F)F)c5)CC4)c23)cc1	nt	-5.1
CN1c2ccc(-c3ccccc3)cc2[C@@H]2[C@@H](CCN2C(=O)Cc2cccnc2)[C@H]1CO	0.0	4.1

Continued.
SMILES | LGR2 antag | miR-122 sensor | FN deposition inh | PAX8 reporter | PGC1a acetyl inh | EWS-Fli block | Casp6 inh | Cneo AK release
C[C@@H]1CCCCO[C@H](CN(C)C(=O)Cc2ccccc2)[C@@H](C)CN([C@@H](C)CO)C(=O)c2cc(NC(=O)c3ccccc3)ccc2O1 | 10.0 | 4.3[16.7 µM] | -4.0 | nt | 13.3 | -9.2 | -2.8 | -0.2
Cc1c(NC(=O)COc2ccc3ccccc3c2)c(=O)n(-c2ccccc2)n1C | 2.7 | nt | 3.4 | 13.8 | nt | 3.0 | 0.2 | nt
Cc1ccc(C2C(=O)N(C3CCCC3)CC(=O)N2CC2COc3ccccc3O2)cc1 (configuration not stated) | 2.3 | 2.3 | -1.3 | nt | -65.5 | nt | nt | -1.4
O=C(O)C1=CCCc2ccc(F)cc21 | -5.2 | -3.8 | -32.6 | 19.8 | -1.4 | -13.2 | 0.6 | -7.0
CC(=O)N/C(=C\c1ccc(F)cc1)C(=O)NC(Cc1c[nH]c2ccccc12)C(=O)O (configuration not stated) | -4.2 | nt | -2.2 | 36.2 | nt | 14.5 | 3.9 | -0.7
C/C(=N\NC(=S)Nc1ccc(C)cc1)c1cccc(N)c1 | 22.3 | nt | -0.5 | -2.7 | nt | -5.9 | 0.9 | nt
CN(CCOc1ccccc1)C(=O)c1ccc(Cl)c(S(=O)(=O)N2CCCCC2)c1 | 9.8 | 11.0 | -2.2 | 6.5 | -9.4 | -0.2 | 1.1 | -1.5
Cc1ccc(CNC(=O)C2CCCN2C(=O)Nc2ccccc2)cc1 (configuration not stated) | 4.1 | 2.9 | -8.3 | 3.7 | -8.5 | 11.2 | -0.4 | -0.6
Cc1ccc(-c2ccc3c(c2)O[C@H](CN(C)C(=O)CC2CC2)[C@H](C)CN([C@H](C)CO)S3(=O)=O)cc1 | 11.9 | -40.1[16.7 µM] | -3.1 | 4.9 | -9.1 | 2.0 | 0.2 | -4.7
OC(CNC1Cc2ccccc2C1)COc1ccc(F)cc1 (configuration not stated) | 1.5 | -3.9 | -2.3 | 2.6 | -3.3 | -4.8 | -1.9 | -0.9
Cc1ccc(S(=O)(=O)N2CCN(C(=O)COC(=O)/C=C/c3ccc(C(F)(F)F)cc3)CC2)c(C)c1 | -5.2 | 8.4 | 8.8 | -0.8 | 5.6 | 0.4 | -2.2 | -2.0
COC(=O)c1ccc(Oc2coc3cc(OCc4cnn(-c5ccccc5)c4)ccc3c2=O)cc1 | nt | 1.3 | -1.3 | 19.1 | 7.4 | nt | nt | 0.0
CCCC#Cc1cnc2c(c1)C(=O)N([C@H](C)CO)C[C@@H](C)[C@H](CN(C)Cc1ccccc1F)O2 | 15.0 | 84.2[16.7 µM] | nt | 21.1 | -12.8 | 6.4 | 0.0 | 1.1
COc1ccc2c(c1)cc1c(=O)n(CC(=O)NC(C)CCc3ccccc3)nc(C)n12 (configuration not stated) | 7.5 | -2.7 | 5.6 | 13.2 | 3.1 | nt | -2.4 | 2.1
Cc1c(Cc2ccccc2)c(=O)oc2c(C)c(OC(C)C(=O)NCC3CCC(C(=O)O)CC3)ccc12 (configuration not stated) | -0.5 | 2.1 | nt | nt | -5.2 | 6.9 | -4.2 | -3.7
COc1cc(Nc2ccn3nc(-c4ccccc4Cl)cc3n2)cc(OC)c1OC | -49.4 | 1.1 | -5.0 | -4.4 | nt | -32.2 | 0.6 | -0.1
COc1ccccc1-c1ccc2c(c1)[C@H]1[C@H](CCN1S(=O)(=O)c1cccc(F)c1)[C@@H](CO)N2 | 10.9 | 61.8[16.7 µM] | -7.7 | 23.8 | -14.1 | 2.8 | nt | 15.9
CC1CCCCC12NC(=O)N(CC(=O)N1CCc3ccccc31)C2=O (configuration not stated) | nt | nt | -14.2 | 11.6 | 9.5 | 2.9 | -4.5 | 1.5
COc1cccc(-c2nnc3n2N=C(C(C)(C)C)CS3)c1 | nt | -14.9 | 12.7 | -13.3 | nt | nt | nt | 1.0
CNC[C@@H]1OCCCC[C@H](C)Oc2ccc(NC(=O)Nc3cccc4ccccc34)cc2C(=O)N([C@@H](C)CO)C[C@H]1C | nt | 0.3[16.7 µM] | nt | -12.2 | -2.6 | 9.5 | nt | nt
C[C@H]1CN([C@@H](C)CO)C(=O)Cc2cc(NC(=O)C3CC3)ccc2O[C@H]1CN(C)C(=O)Nc1ccc(C(F)(F)F)cc1 | 12.1 | 13.2[16.7 µM] | nt | -2.0 | -5.9 | 1.0 | 1.5 | -6.6
CCN(Cc1nc2ccccc2c(=O)[nH]1)C(=O)c1cccc(NC(=O)c2cccs2)c1 | 4.1 | 4.6 | -1.0 | 15.3 | -9.2 | 5.0 | 3.1 | -1.6
ClCCn1c(CCl)nc2ccc(Cl)cc21 | -1.8 | nt | nt | 14.1 | nt | -1.6 | 1.9 | nt
CC(C)C#Cc1ccc2c(c1)O[C@H](CN(C)C(=O)CN(C)C)[C@H](C)CN([C@@H](C)CO)S2(=O)=O | 2.5 | -6.0[16.7 µM] | nt | -10.0 | 1.1 | -11.1 | -0.2 | 1.9
COc1ccc(NC(=O)CSCC(=O)N=c2sccn2C)cc1 | -25.2 | 1.9 | nt | 1.2 | -2.6 | nt | -2.2 | -4.8
C=CCNC(=O)c1onc(CSc2ccc(F)c(F)c2)c1C(=O)O | 0.4 | -3.7 | 3.9 | 9.4 | -15.7 | 4.7 | 0.1 | 2.3
COc1ccc(Nc2nnc(-c3ccc4c(c3)OCO4)o2)cc1 | -70.5 | nt | 10.1 | -226.8 | nt | -73.1 | -2.8 | nt
C[C@@H]1CN([C@H](C)CO)C(=O)Cc2cc(NC(=O)Nc3ccc4c(c3)OCO4)ccc2O[C@@H]1CN(C)CC1CCCCC1 | -0.3 | -5.9[16.7 µM] | nt | 29.7 | -14.0 | 1.8 | -1.7 | 2.1
O=c1[nH]c(C2CCCN(S(=O)(=O)c3ccccc3)C2)nc2c1nnn2Cc1ccc2c(c1)OCCO2 (configuration not stated) | -21.4 | -1.1 | 28.2 | -6.5 | -0.6 | nt | 1.2 | 1.9
C[C@H]1CN([C@@H](C)CO)S(=O)(=O)c2ccc(C#CC3(O)CCCC3)cc2O[C@@H]1CN(C)C(=O)Cc1ccncc1 | -49.7 | nt | -13.7 | -16.0 | 5.5 | 0.3 | nt | 0.0
O=C(COC(=O)c1ccc(S(=O)(=O)N2CCCCC2)cc1)NCc1ccc(F)cc1 | ? | -5.2 | -6.7 | -1.0 | 4.7 | -0.8 | 6.5 | 0.5
CN(C)S(=O)(=O)c1cccc(NC(=O)CSc2cccc3cccnc23)c1 | 10.5 | 16.0 | -1.8 | 17.4 | nt | 41.5 | 6.5 | -0.3
O=C(CNc1cccc(S(=O)(=O)N2CCCCC2)c1)Nc1ccccc1F | 15.3 | nt | nt | 7.0 | nt | nt | -2.4 | 4.0
